# HEK293 tox: qHTS of GLP-1 Receptor Inverse Agonists: Cytotox Screen; HEK293 cAMP-luciferase reporter cells, luminescence, 24 h; Potency, µM (series often up to 38.3 µM), without a hit: top-dose activity change, negative = inhibition, most hits filed as inhibitors; actives 0.13% (n = 410,000); AID 624418, 2012;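 further: loss of luciferase light is scored as toxicity; potency means the concentration at half of the fitted maximal effect; on the % scale 0 is the no-effect control and ±100 the full control effect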
#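 Compound-treated cells are incubated 24 hr at 37 deg C under 5% CO2 after a 12 hour attachment period, then luciferase detection reagent is added and luminescence is measured following 12 min at room temperature; lowered signal indicates toxicity.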
# DRD3 agonist: qHTS of D3 Dopamine Receptor Agonist: qHTS | AID 652048, 2013 | actives 0.58% (n = 410,000) | max activation, % | D3R DiscoveRx beta-arrestin cells, luminescence, 90 min; in the data active means max activation above about 30%; further: 0% is about no effect; mostly tested at two doses, the higher about 12 µM
# Target sequence (P35462 whole entry, looked up): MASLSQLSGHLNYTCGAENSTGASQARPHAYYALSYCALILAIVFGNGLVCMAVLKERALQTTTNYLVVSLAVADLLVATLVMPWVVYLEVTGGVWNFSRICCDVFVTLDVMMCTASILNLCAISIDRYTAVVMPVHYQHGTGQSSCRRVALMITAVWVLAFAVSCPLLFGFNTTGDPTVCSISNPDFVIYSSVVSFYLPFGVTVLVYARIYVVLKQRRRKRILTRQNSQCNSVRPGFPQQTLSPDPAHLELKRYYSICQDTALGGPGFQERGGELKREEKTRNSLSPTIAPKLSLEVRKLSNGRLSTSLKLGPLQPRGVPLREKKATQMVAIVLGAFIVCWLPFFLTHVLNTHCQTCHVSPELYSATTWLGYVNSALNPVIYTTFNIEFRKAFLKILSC
#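 Cells at 1500/well, incubated overnight, then treated with pinned compounds (dopamine as control) for 90 min at 37 degrees C. DiscoveRx reagent added for 30 - 60 minutes at room temperature; luminescence read.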
# HT1080-NT tox: qHTS for induction of synthetic lethality in tumor cells producing 2HG: qHTS for the HT-1080-NT fibrosarcoma cell line; HT-1080-NT fibrosarcoma viability, CellTiter-Glo ATP luminescence, 48 h; Potency, µM (top dose mostly 46.1 µM), for the others: at the top dose activity, negative = less viability, usual class: cytotoxic; actives 1.6% (n = 360,000);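 further: NT is the 2HG producing partner of a matched IDH1 knockdown line; potency means the concentration at half of the fitted maximal effect; 0% = DMSO-treated cells and -100% = media-only wells without cells; nearly all actives have a fitted effect of over 55% in size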
#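 Viability of the 2HG-overproducing fibrosarcoma line after 48 hours of compound exposure at 37 degrees C was determined by luminescence with CellTiter-Glo, and concentration-effect curves were then fitted and categorized.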
# MCF10A rerep: A quantitative high throughput screen for small molecules that induce DNA re-replication in MCF 10a normal breast cells. MCF 10A DNA re-replication, Hoechst nuclear intensity, 48 h. Potency, µM (highest dose often 46.1 µM), inactives show at the top dose activity, positive = re-replication, usual class: activators. actives 2.9% (n = 350,000); further: potency means the concentration at half of the fitted maximal effect; % of control where 0% means no effect; nearly all actives have a fitted effect of over 50% in size
# KB-3-1 cytotox: qHTS assay for MDR1-selective chemotherapeutics: Primary screen using the parental adenocarcinoma cell KB-3-1 | KB-3-1 viability, CellTiter-Glo ATP luminescence, 72 h | Potency, µM (top dose mostly 46.1 µM), without a hit: at the highest dose activity change, negative = cytotoxic, actives largely listed as cytotoxic | actives 1.4% (n = 400,000); further: potency means the concentration at half of the fitted maximal effect; on the % scale 0 is the no-effect control and ±100 the full control effect; nearly all actives have a fitted effect of over 60% in size
#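 Viability of parental KB-3-1 cells, measured by CellTiter-Glo luminescence, followed a 72 h incubation at 37 °C with pinned compounds in phenol-red-free DMEM containing 10% FBS.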
# HT1080 IDH1KD tx: qHTS for induction of synthetic lethality in tumor cells producing 2HG: qHTS for the HT-1080-IDH1KD cell line. HT-1080 IDH1 knockdown viability, ATP luminescence, 48 h. Potency, µM (highest dose often 46.1 µM), inactives show top-dose activity, negative = toxicity, most hits filed as cytotoxic. actives 2% (n = 360,000);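 further: potency means the concentration at half of the fitted maximal effect; 0% = DMSO wells and -100% = cell-free medium wells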
#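 HT-1080-IDH1KD cells (IDH1 knocked down), 750/well in RPMI with 5% FBS, treated with compound 48 h at 37 degrees C. Viability by CellTiter-Glo luminescence, normalised to DMSO and no-cell wells; concentration-response curves classed.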
# SW480 rereplic: A quantitative high throughput screen for small molecules that induce DNA re-replication in SW480 colon adenocarcinoma cells; SW480 DNA re-replication, Hoechst DNA content imaging, 48 h; actives 1.8% (n = 340,000); Potency, µM (series often up to 46.1 µM), for the others: at the highest dose re-replication activation, hits mostly activators; further: potency means the concentration at half of the fitted maximal effect; % of control where 0% means no effect; nearly all actives have a fitted effect of over 55% in size
#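 Hoechst fluorescence of nuclei (405 nm excitation, 500-530 nm emission) measured by plate-scanning imager after 48 hr compound exposure at 37 C; re-replication scored as increased number of nuclei with elevated intensity.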
# IL1B secr inh: qHTS for Inhibitors of Inflammasome Signaling: IL-1-beta AlphaLISA Primary Screen; actives 4.7% (n = 360,000); THP-1 LPS/ATP IL-1B secretion, AlphaLISA, 16 h; stronger effect = lower value; activity change, % at 57.5 µM; in the data active means activity change below about -50%; inconclusive means mostly about -30% to -49%; further: on the % scale 0 is the no-effect control and ±100 the full control effect
#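 Secreted IL-1B measured by AlphaLISA bead assay after 16 h compound exposure of THP-1 cells; compounds (final up to 57.5 uM) added 1 h before LPS (250 ng/mL) and ATP (1.25 mM) stimulation; lower signal means less secretion.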
# KB-V1 MDR tox: qHTS assay for MDR1-selective chemotherapeutics: Primary screen using the drug-selected MDR subline cells KB-V1; KB-V1 MDR cells viability, CellTiter-Glo, 72 h; Potency, µM (titrated, usually from 46.1 µM), for the others: at the top dose activity change, negative = cytotoxicity, hits mostly cytotoxic; actives 3.4% (n = 400,000); AID 1347076, 2019; further: potency means the concentration at half of the fitted maximal effect; on the % scale 0 is the no-effect control and ±100 the full control effect; nearly all actives have a fitted effect of over 60% in size
#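 KB-V1, DMEM (no phenol red) + 10% FBS; cpd pin-transferred, titration series; 72 h, 37 degrees C; CellTiter-Glo, luminescence. Data normalized, curve-fit.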
# Numbers without * were called inactive; i = inactive; u = inconclusive; x = not tested or not shown; & = joins results of further samples; ! = repeats disagree; [ ] = remark or other dose. Unless noted, the call rests on the fitted dose curve; in most records, active means well fitted curve in the direction sought with a large enough effect; inconclusive means small, poorly fitted or top-dose-only effect, or another doubt; inactive means no such curve, though single readings can be large; an effect the other way counts as inactive or inconclusive.
# Order of results – MCF10A rerep, KB-3-1 cytotox, SW480 rereplic, KB-V1 MDR tox, HEK293 tox, HT1080 IDH1KD tx, HT1080-NT tox, DRD3 agonist, IL1B secr inh
> O=C(NC(=S)N1CCCCC1CO)c1cc(Br)ccc1Cl (stereo not drawn)
  -3%, -7%, 109%, 5%, -17%, 18%, 15%, -20, -14
> Cc1ccc(C)c(N2CCN(S(=O)(=O)c3cc(-c4cc(C)no4)ccc3C)CC2)c1
  x, 0%, x, -12%, 1%, x, x, 3, x
> COc1ccc2c(Cl)c(-c3nnc4n3CCCCC4)sc2c1
  -3%, -9%, 0%, -16%, -17%, 0%, -2%, 0, u
> Cc1ccccc1NC(=O)C1c2cccc[n+]2CC(=O)N1Cc1ccc2c(c1)OCO2 (stereo not drawn)
  18%, 2%, -15%, -3%, 5%, 24%, 19%, -7, 12
> CC1CCN(CCCNC(=O)Cn2ncc3c([nH]c4ccccc43)c2=O)CC1
  9%, 1%, -4%, 1%, -11%, 16%, 2%, -14, 0
> O=c1c2cc(N3CCOCC3)ccc2[nH]c(=S)n1CCN1CCCC1
  6%, 23%, -5%, -26%, 48%[activator], 1%, -1%, -5, -2
> CC(=O)Nc1ccc(-c2nc3ccccc3c(=O)o2)cc1
  -2%, 13%, -7%, 0%, 8%, 4%, 9%, 7, 5
> CCc1nnc2n1N=C(c1ccc(Cl)cc1Cl)CS2
  3%, 0%, -1%, 2%, u, 0%, -5%, 17, 28
> CC(C)CNC(=O)Cn1c(=O)c2c(ncn2CC(C)C)n(Cc2ccccc2)c1=O
  1%, 3%, -2%, -5%, -2%, 4%, -10%, -2, 12
> CCC(C)NC(=O)c1ccc(CN2CCc3ccccc3C2)cc1 (stereo not drawn)
  -1%, 0%, u, 1%, 1%, 9%, 8%, -18, 23
> CCOc1ccc(NC(=O)CN(C)C(=O)c2cc3c(s2)CCCCC3)cc1OCC
  24%, 15%, 0%, u, -7%, -5%, 4%, -3, -12
> CCOc1ccc(CNC(=O)C2Cc3cc(S(=O)(=O)N4CCCCC4)ccc3N2C(C)=O)cc1 (stereo not drawn)
  3%, 1%, -5%, -8%, -22%, 6%, 14%, -2, u
> O=C(CCCCCCN1C(=O)c2ccccc2C1=O)N1CCC(c2ccccc2)C1 (stereo not drawn)
  19%, -3%, -3%, -9%, -9%, -3%, -8%, -4, -15
> CC(=O)Nc1ccc(NS(=O)(=O)c2ccc(Cl)c(C(=O)O)c2)cc1
  u, 2%, -10%, 20%, -8%, 13%, 21%, 5, 10
> CCCn1c(CCc2ccccc2)nnc1SCC(=O)N1CCOCC1
  -4%, 21%, -5%, 0%, -18%, 12%, 10%, 4, 6
> CC12CC3(C)CC(C)(C1)CC(C(=O)NC(=S)N1CCOCC1)(C2)C3
  -11%, -1%, 2%, 8%, 9%, 11%, 1%, 3, -4
> CCOc1ccccc1N1CCN(C/C=C/c2ccc(N(C)C)cc2)CC1
  22%, 6%, 16%, 5%, -16%, 0%, -11%, -15, -13
> Cn1ccnc1SCC(=O)NC1CCCC1
  0%, 0%, u, 9%, 18%, u, -6%, -7, -1
> CCOC(=O)c1sc2nc3c(cc2c1N)COC(C)(CC)C3 (stereo not drawn)
  18µM*, 8%, u, -25%, 41%[activator], 6%, 15%, -2, -1
> C[C@H](CO)N1C[C@H](C)[C@H](CN(C)C(=O)Nc2ccc(N3CCN(C)CC3)cc2)OCc2cnnn2CCCC1=O
  x, 6%, x, 17%, 7%, 6%, 1%, -5, -1
> Cc1nnc(SCCn2c(Br)nc3c2c(=O)[nH]c(=O)n3C)s1
  u, -1%, -5%, -11%, 10%, -5%, -1%, -7, 12
> Cc1cc(S(=O)(=O)N(Cc2ccc(C(C)C)cc2)CC2CCCO2)ccc1-n1cnnn1 (stereo not drawn)
  3%, 7%, -1%, u, -4%, -22%, u, 4, -79*
> NC(=O)C(C1=CCCCC1)c1ccccc1 (stereo not drawn)
  5%, -2%, -11%, -3%, 12%, 2%, 4%, -6, -8
> COc1cccc2c1Oc1cc([N+](=O)[O-])cc(N(C)C(C)=O)c1C=C2
  u, -4%, 7%, -29%, -16%, -3%, -9%, -3, 2
> Cc1c(C(=O)O)sc(=S)n1-c1ccc(Cl)cc1
  -13%, 2%, -1%, u, 6%, u, 6%, 0, 10
> COc1cccc(NC(=O)CN(C)C(=O)c2cc(-c3ccc(C)o3)nc3ccccc23)c1
  10%, -9%, 14%, 20%, 3%, -14%, -23%, 4, -1
> CC(=O)OC1CC(C)N(C(=O)c2ccccc2)c2ccc(C)cc21 (stereo not drawn)
  9%, 5%, 0%, 13%, 6%, 1%, -1%, -2, -3
> COC(=O)c1ccccc1-n1cc2c(c1-c1cccc(C)c1)c(=O)n(C)c(=O)n2C
  x, -15%, x, 3%, -11%, x, x, -14, x
> CCOCCCNC(=O)C(c1ccc(C)cc1)N(Cc1cccs1)C(=O)c1ccc(NC(C)=O)cc1 (stereo not drawn)
  x, -5%, x, -10%, -23%, x, x, 7, x
> CCCc1ccc(-c2cc(C(=O)Nc3ccc([N+](=O)[O-])cn3)c3ccccc3n2)cc1
  0%, -7%, 5%, 13%, -9%, 16%, 6%, -1, -10
> COc1ccc(C(=O)Nc2cc3c(cc2N2CCCCC2)n(C)c(=O)n3C)cc1OC
  u, -4%, -39%[inhibitor], -1%, -8%, -22%, -23%, 32*, -30
> NS(=O)(=O)c1ccc(NC(=O)COC(=O)COc2cccc(C(F)(F)F)c2)cc1
  -2%, 0%, -2%, 3%, 6%, 0%, -1%, 6, 15
> CN1CCC(NC(=O)c2cccs2)CC1
  6%, 19%, -3%, 0%, -1%, 1%, 8%, -5, 11
> CC(NC(=O)COC(=O)Cc1ccsc1)C1CC2CCC1C2 (stereo not drawn)
  1%, -6%, -2%, 26%, 1%, -1%, 0%, 0, -7
> Cc1cccc(N=C2SC(C)CN2C(=O)CN2C(=O)NC3(CCCC3)C2=O)c1 (stereo not drawn)
  u, 0%, -3%, u, -9%, -8%, -8%, 1, 8
> CCNc1nc(-c2ccc(Cl)cc2)cs1
  1%, -7%, 0%, -3%, 3%, -29%, -6%, -7, -8
> CC(OC(=O)c1nsc(Cl)c1Cl)C(=O)NCc1ccco1 (stereo not drawn)
  3%, 2%, -5%, -8%, 6%, -2%, 1%, -5, 7
> Cc1ccc(N2C(=O)C3N=NN(CC(=O)N4N=C(c5ccccc5)CC4c4ccccc4)C3C2=O)cc1 (stereo not drawn)
  7%, 18%, -3%, -17%, 23%, -1%, 3%, -2, 11
> O=C(Nc1cccnc1)c1cc(S(=O)(=O)N2CCOCC2)ccc1Br
  -31%[inhibitor], 4%, -3%, -3%, 1%, 21%, 11%, -5, i
> Cc1ccn2c(NC3CCCCC3)c(-c3cccc(SC4CCCCC4)c3)nc2c1
  u, u, u, u, -20%&2%, u, u, 12&-13, -75*!

# 2 compounds drawn at random from those above:
# Order of results – MCF10A rerep, KB-3-1 cytotox, SW480 rereplic, KB-V1 MDR tox, HEK293 tox, HT1080 IDH1KD tx, HT1080-NT tox, DRD3 agonist, IL1B secr inh
> NC(=O)C(C1=CCCCC1)c1ccccc1 (stereo not drawn)
  5%, -2%, -11%, -3%, 12%, 2%, 4%, -6, -8
> Cc1cc(S(=O)(=O)N(Cc2ccc(C(C)C)cc2)CC2CCCO2)ccc1-n1cnnn1 (stereo not drawn)
  3%, 7%, -1%, u, -4%, -22%, u, 4, -79*

# New compounds follow:
# Order of results – MCF10A rerep, KB-3-1 cytotox, SW480 rereplic, KB-V1 MDR tox, HEK293 tox, HT1080 IDH1KD tx, HT1080-NT tox, DRD3 agonist, IL1B secr inh
> O=C(Cn1cc2c(n1)CCCCC2)NCc1ccccc1
  13%, u, -17%, u, 3%, 2%, -4%, -14, -8
> CC(OC(=O)Cc1ccc(Br)cc1)C(=O)NC1CCCC1 (stereo not drawn)
  -7%, x, -1%, x, 0%, -8%, -9%, -12, -1
> C/C(=N/NC(=O)CNC(=O)c1ccccn1)c1ccc([N+](=O)[O-])cc1
  4%, 10%, -21%, -20%, -8%, -19%, -21%, 9, 17
> CCN(C(=O)CCc1ccccc1)C1CCCCC1
  9%, 1%, -45%[inhibitor], -4%, -9%, 6%, 11%, -3, -12
> CC1CCCC(NC(=O)C2CCN(C(=O)Nc3ccccc3)CC2)C1C (stereo not drawn)
  -1%, 0%, 1%, 6%, -1%, 0%, 3%, -11, 0
> CC(C)c1nc2ccc(Br)cn2c1NC1CCCC1
  -5%, -1%, -5%, -8%, -4%, -2%, 0%, 4, 17
> Nc1nonc1-n1nnc(C(=O)N/N=C/c2ccccc2F)c1CN1CCc2ccccc21
  4%, -8%, 9%, -3%, 0%, -4%, 6%, 6, -10
> CSc1nc2c(c(=O)[nH]1)C(c1ccncc1)C(C(=O)OC(C)C)=C(C)N2 (stereo not drawn)
  1%, 17%, -5%, 22%, 3%, -5%, -1%, 1, -3
> CCc1ccc(NC(=O)CSc2ccc3nc(-c4ccc(OC)cc4)cn3n2)cc1
  x, 1%, x, -3%, 2%, x, x, 13, x
> O=C(CNS(=O)(=O)c1cccc(F)c1)OCC(=O)N1CCCC1=O
  0%, 16%, -10%, u, 0%, 11%, 5%, -3, 2
> CCCC(C)C(=O)OCC(=O)NCc1ccc(OC)c(OC)c1 (stereo not drawn)
  0%, -3%, -7%, -3%, -4%, 23%, 1%, 3, 55
> Oc1c(C(c2ccccc2F)N2CCCCC2)sc2nc(-c3ccco3)nn12 (stereo not drawn)
  x, 8%, x, -5%, -1%, x, x, -2, x
> COCc1cc(=O)[nH]c2cc(NC(=O)c3cccc(OC)c3)c(C)cc12
  1%, 20%, -5%, 6%, -3%, 2%, 1%, -3, 2
